M4 antag – CHRM4 antagonism in calcium assay; 0.73% of 360,000 active; inhibition, % at 3 µM; AID 624125; CHO-hM4 cells, ACh EC80, Fluo-8 calcium fluorescence;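 active = inhibition above its plate's cutoff, the mean inhibition of sample wells plus 3 SD, cut at about 27% in these data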;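 also: 0% = acetylcholine EC80 with DMSO and 100% = DMSO without agonist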
Target sequence (P08173 whole entry, looked up): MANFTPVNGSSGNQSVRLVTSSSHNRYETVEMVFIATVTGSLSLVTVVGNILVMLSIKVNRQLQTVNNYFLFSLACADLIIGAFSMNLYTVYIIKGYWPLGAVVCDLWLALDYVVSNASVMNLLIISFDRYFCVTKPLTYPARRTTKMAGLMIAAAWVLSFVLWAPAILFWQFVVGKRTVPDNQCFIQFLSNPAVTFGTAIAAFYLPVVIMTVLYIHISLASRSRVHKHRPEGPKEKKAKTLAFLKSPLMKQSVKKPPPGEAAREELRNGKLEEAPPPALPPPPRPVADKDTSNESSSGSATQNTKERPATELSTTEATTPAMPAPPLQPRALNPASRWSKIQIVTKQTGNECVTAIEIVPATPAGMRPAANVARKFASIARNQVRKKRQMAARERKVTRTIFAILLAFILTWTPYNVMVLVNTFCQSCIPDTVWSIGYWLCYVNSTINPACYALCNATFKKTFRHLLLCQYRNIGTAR
M4 PAM – potentiates acetylcholine response at human M4 receptor; P08173; CHO-K1 hM4/Gqi5, Fluo-8 calcium fluorescence, ACh EC20; 0% = ACh EC20, 100% = maximal ACh; activation, % at 3 µM; 0.4% of 360,000 active; AID 624126;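 active = activation above its plate's cutoff, the mean activation of sample wells plus 3 SD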; also: some results filed as inactive read as strong as hits
CHRM5 PAM – CHRM5 positive allosteric modulation | P08912 | CHO-K1 hM5, Fluo-8 calcium, ACh EC20 PAM; 0% = ACh EC20, 100% = ACh EC100 | activation, % at 3 µM | 0.3% of 360,000 active;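 active = activation above the run cutoff, the mean activation of all test compounds plus 3 SD, cut at about 18% in these data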
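System – CHO-K1 hM5 cells · Compound – 3 µM, single dose · Incubation – compound preincubation 140 s before EC20 acetylcholine addition · Technique – Fluo-8 calcium fluorescence · Measure – Max/basal fluorescence ratio as % of EC20–EC100 ACh window · Benchmarks – low control EC20 acetylcholine (0%), high control EC100 acetylcholine (100%) · Replication – singlicate, one well per test compound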
M5 ag – agonists of human muscarinic M5 receptor (CHRM5) | activation, % at 3 µM | CHO-K1 hM5 cells, Fluo-8 calcium fluorescence; 0% DMSO wells, 100% maximal acetylcholine response | P08912 | 0.19% of 360,000 active;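 active = activation above the run's mean over test compounds plus 3 SD, cut at about 23% in these data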;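 also: signal is peak over basal fluorescence ratio across the kinetic read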
CHRM5 antagonist – CHRM5 antagonism in calcium assay | CHO-hM5 cells, Fluo-8 calcium fluorescence, ACh EC80 | inhibition, % at 3 µM | P08912 | AID 624040 | 0.59% of 360,000 active;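 active = inhibition above a per-plate cutoff, the mean of that plate's test compounds plus 3 SD, cut at about 27% in these data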;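 also: 0% = acetylcholine EC80 with DMSO and 100% = DMSO without agonist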
CRFR2-BP ag – agonists of human CRF-binding protein/CRF-R2 receptor complex | HEK293 CRF-R2/CRF-BP, calcium dye fluorescence (FLIPR); percent of saturating CRF peptide response | activation, % at 13.2 µM | 0.46% of 350,000 active;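 active = activation of at least 50%, plus an integration ratio under a set limit after plate pattern correction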;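 also: plate controls were neutral control wells without compound for no effect and CRF at EC100 for full effect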
CHRM1 PAM – positive allosteric modulators of human M1 muscarinic receptor; P11229; CHO-K1 hM1, Fluo-8 calcium fluorescence, ACh EC20; 0% = ACh EC20, 100% = maximal ACh; activation, % at 3 µM; 0.088% of 360,000 active; AID 588819; in the data active = activation above about 19%, passing the limit was not always enough
Target sequence (P11229 whole entry, looked up): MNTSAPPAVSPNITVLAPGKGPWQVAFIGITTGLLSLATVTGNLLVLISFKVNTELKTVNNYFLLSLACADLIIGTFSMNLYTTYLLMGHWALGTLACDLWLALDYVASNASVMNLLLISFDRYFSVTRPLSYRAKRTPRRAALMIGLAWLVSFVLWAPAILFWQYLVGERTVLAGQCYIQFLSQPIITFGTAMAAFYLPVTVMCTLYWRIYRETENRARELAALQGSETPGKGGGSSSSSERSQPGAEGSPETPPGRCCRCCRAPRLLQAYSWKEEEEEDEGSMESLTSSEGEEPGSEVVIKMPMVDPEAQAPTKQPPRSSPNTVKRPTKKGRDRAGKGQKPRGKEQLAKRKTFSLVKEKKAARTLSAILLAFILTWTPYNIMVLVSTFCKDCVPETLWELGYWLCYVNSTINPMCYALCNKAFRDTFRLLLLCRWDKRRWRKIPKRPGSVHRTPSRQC
M4 ag – agonists of human muscarinic M4 receptor (CHRM4) | AID 624127 | activation, % at 3 µM | 0.14% of 360,000 active | CHO-K1 hM4/Gqi5, Fluo-8 calcium fluorescence; vehicle 0%, full acetylcholine response 100%;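 active = activation above the run mean over all test wells plus 3 SD, cut at about 32% in these data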;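 also: peak over basal fluorescence ratio per well then scaled between controls; 0% = DMSO wells and 100% = acetylcholine at EC100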
CRFBP-R2 block – CRF-BP/CRF-R2 complex antagonism; HEK293 CRF-R2/CRF-BP, CRF-induced calcium fluorescence; inhibition, % at 11.8 µM; 0.59% of 350,000 active; AID 588475;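 active = inhibition of the ligand-induced calcium signal above about 50% at the single tested concentration, limit read from the data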
* = called active by the depositor; · = no result given.

M4 antag	M4 PAM	CHRM5 PAM	M5 ag	CHRM5 antagonist	CRFR2-BP ag	CHRM1 PAM	M4 ag	CRFBP-R2 block	SMILES
1	1	-1	2	15	-4.6	-1	5	-3	O=C(NCCc1cccs1)C1CC(c2ccc([N+](=O)[O-])cc2)=NO1 (stereo unspecified)
-3	7	-6	-2	16	1.0	13	2	0	O=C(NC1CC1)c1cc2cc3ccccc3nc2s1
6	4	0	1	5	-0.4	11	0	5	CCOc1ccc(OCCC(=O)N(CCOC)c2c(N)n(Cc3ccccc3)c(=O)[nH]c2=O)cc1
-2	2	-1	-1	-2	-1.0	3	0	-1	O=C1CCC([N+](=O)[O-])C(c2ccc(Cl)cc2)N1 (stereo unspecified)
-5	-2	-3	-1	11	·	·	9	·	CC(=O)[C@H]1CC[C@@H](c2ccccc2)N(S(=O)(=O)c2ccc(C)cc2)C1
2	-3	15	-1	-11	2.5	-1	0	7	C(=N\n1cnnc1)/c1nc2ccccc2[nH]1
-2	3	10	2	7	-0.2	6	2	16	O=C(c1ccc([N+](=O)[O-])cc1)N1CCN(C(=O)c2cccnc2)CC1
-10	2	2	-4	-7	1.7	1	1	25	CCCCCCCCCOC1OC(CO)C(O)C(O)C1NC(C)=O (stereo unspecified)
-3	7	-3	5	-3	1.1	1	1	4	CCOc1ccc(C(=O)COC(=O)C2COc3ccccc3O2)cc1 (stereo unspecified)
11	4	-4	1	10	-1.1	-2	2	-14	CCOc1cc(N2CCOCC2)c(OCC)cc1NC(=O)Cn1cnnn1
-21	-1	-3	-3	-8	-2.2	4	5	12	Cn1cc(CC(=O)Nc2cccc(C#N)c2)c2ccccc21
-18	-3	-3	3	10	-2.8	-4	15	2	O=C(COC(=O)c1cc(S(=O)(=O)N2CCOCC2)ccc1F)Nc1cc([N+](=O)[O-])ccc1F
-6	3	2	-4	-4	0.3	-14	1	0	CCN1CCN(c2ccc(Nc3ccnc4ccccc34)cc2)CC1
6	0	2	1	6	0.0	-4	1	4	CN(CC(=O)N(C)CC(=O)Nc1c(Cl)cccc1Cl)Cc1ccccc1F
-13	7	-12	-2	7	-3.0	0	3	21	COc1ccc(C=NN=C2c3ccccc3-c3ccccc32)cc1OC
-5	1	-2	-10	4	-1.7	11	0	-14	Cc1cc2nnc(SCC(=O)OC(C)C)n2c2ccccc12
-3	-2	5	-1	-2	2.0	1	5	7	Cc1ccsc1C(=O)N1CC=C(c2ccccc2)CC1
-8	4	-3	0	2	1.1	7	0	0	Nc1nc(N2CCOCC2)nc2ccccc12
0	13	5	1	-6	19	10	0	-36	Cc1sc2nc(CSc3ccc([N+](=O)[O-])c(C(F)(F)F)c3)[nH]c(=O)c2c1C
-7	8	-2	-7	2	-2.5	7	1	8	O=C(O)CC(c1cccc2ccccc12)N1Cc2ccccc2C1=O (stereo unspecified)
-7	-5	-2	0	3	0.4	-5	0	-21	CCOc1cc(/C=C2\C(=O)N(Cc3ccc(C)cc3)C(C)=C2C(=O)OC)ccc1O
6	-3	2	-1	7	-1.3	13	-2	1	Cn1c(CC(=O)Nc2ccc(F)cc2)nnc1SCC(=O)Nc1nncs1
6	5	-4	-3	5	3.4	12	0	-2	CC1CCCN(C(=O)c2ccc3c(c2)OCO3)C1 (stereo unspecified)
-4	-2	-2	-4	4	-0.8	0	1	18	Cc1c(Cl)cccc1NC(=O)Cn1c(CCC(=O)O)ccc1-c1ccc(Cl)cc1
4	-6	-4	3	10	1.8	4	1	2	Cc1ccc(CNC(=O)Cn2nnc3ccccc3c2=O)cc1
0	7	-1	1	-8	1.6	6	1	-11	CS(=O)(=O)N1CCCC(C(=O)NCCc2ccc(Cl)cc2)C1 (stereo unspecified)
-4	-7	-4	4	10	4.4	-5	11	-23	COc1ccc(CCNC(=O)c2c[nH]c3ccc(F)cc3c2=O)cc1OC
4	-6	-9	-16	7	-0.6	-4	0	14	N=c1c2c(n(Cc3ccc(F)cc3)c3c1CCC3)CCCC2
-23	2	0	4	-21	-5.2	14	10	2	O=C(Nc1ccc(S(=O)(=O)N2CCOCC2)cc1)c1ccc(Cl)cc1Cl
-17	5	2	-4	-2	0.1	10	0	0	CC(=O)Nc1ccc(S(=O)(=O)N2CCN(S(=O)(=O)N3CCC(C)CC3)CC2)cc1

Next section, starting with the last three of the part before.
M4 antag	M4 PAM	CHRM5 PAM	M5 ag	CHRM5 antagonist	CRFR2-BP ag	CHRM1 PAM	M4 ag	CRFBP-R2 block	SMILES
4	-6	-9	-16	7	-0.6	-4	0	14	N=c1c2c(n(Cc3ccc(F)cc3)c3c1CCC3)CCCC2
-23	2	0	4	-21	-5.2	14	10	2	O=C(Nc1ccc(S(=O)(=O)N2CCOCC2)cc1)c1ccc(Cl)cc1Cl
-17	5	2	-4	-2	0.1	10	0	0	CC(=O)Nc1ccc(S(=O)(=O)N2CCN(S(=O)(=O)N3CCC(C)CC3)CC2)cc1
-2	0	-3	-2	1	-0.8	0	0	-6	CCC(=O)N(C)CCc1cc2c(c(OC)c1/C=N/Nc1ccc(C(=O)O)cc1)OCO2
-3	-3	-1	-7	8	0.2	3	3	9	CCOC(=O)C(=O)N1CCN(c2nc(-c3ccc(Cl)cc3)cs2)CC1
-16	5	1	-4	-3	-3.7	4	-3	-25	C=CCn1c(SCC(=O)NCC)nnc1-c1cc2c(s1)CCC(CC)C2 (stereo unspecified)
4	0	-5	0	8	-1.8	1	1	9	O=C(COC(=O)c1ccncc1)Nc1cccc2ccccc12
-21	-1	4	-4	-4	1.3	1	-1	6	Cc1nn(-c2ccc(C(=O)O)cc2)c(C)c1Cl
1	3	1	1	-1	-1.1	8	3	17	NC(=O)CSc1nnc(SCc2ccc(F)cc2)s1
8	-5	-14	0	17	-1.0	-1	6	22	CCOc1cc(/C=N/N=C2/NC(=O)C(CC(=O)O)S2)ccc1OCc1ccc(Cl)cc1Cl (stereo unspecified)
6	-6	8	-1	-22	1.6	9	1	-23	CCOC(=O)c1c(C)[nH]c(C(=O)COC(=O)C2=NNC(=O)CC2)c1C
2	3	2	-1	4	-1.7	10	1	-2	CC1(CC(=O)NNC(=O)Nc2ccccc2)OCCCO1
6	-2	2	-1	6	-0.1	0	1	-3	CCOC(=O)Cn1ccc(NC(=O)COc2ccc(F)cc2)n1
-1	-8	-3	3	5	1.0	-2	9	21	O=C(NNC(=O)c1cc(-c2ccc(Cl)cc2)nc2ccccc12)c1csc(N2CCOCC2)n1
-5	18	7	-3	-4	-1.3	11	-3	2	COC(=O)c1ccccc1NC(=O)c1c(Br)cnn1C
-8	9	-4	2	-6	3.1	1	2	-17	C=CC[n+]1c(-c2ccc(OC)cc2)csc1NNC(=O)Nc1ccccc1
-8	-3	-5	-2	-7	-0.3	-2	8	-7	Cc1occc1C(=O)NC1CCCN(Cc2ccc(CC(C)C)cc2)C1 (stereo unspecified)
10	-5	1	0	1	0.3	13	0	1	CCOC(=O)CC(/C(C)=N\O)c1ccccc1 (stereo unspecified)
-6	5	4	-7	-1	-3.2	12	0	5	CCOc1ccc(CNC(=O)CCS(=O)(=O)Cc2ccccc2C)cc1OC
1	2	4	2	5	4.1	7	0	4	O=C(O)COc1ccccc1/C=N/NC(=O)c1cc(-c2ccccc2)nc2ccccc12
1	6	2	3	-2	·	16	1	·	CC(C)(C)c1ccc(CC(=O)N2CCC2(C)C(=O)NS(=O)(=O)Cc2ccccc2)cc1 (stereo unspecified)
8	1	0	-1	-2	-0.4	12	1	-8	O=C(NNC(=O)c1cccnc1)Nc1cccc(Cl)c1Cl
-22	5	0	2	-1	-0.6	-1	5	-1	Cc1ccc(C)c(NC(=O)CN(C)C(=O)c2cc3c(s2)CCCCC3)c1
-9	-8	-6	1	8	·	-1	15	·	Cn1nc(C(C)(C)C)cc1C(=O)N1CCCC(c2cc(C(=O)Nc3ccccc3Cl)no2)C1 (stereo unspecified)
-3	9	0	3	-5	·	·	1	·	CC1=C(C(=O)N2CCCCCC2)CC(CC(=O)NCC2CCCCC2)C(=O)N1CCCN1CCCC1=O (stereo unspecified)
-1	1	9	-1	0	-1.0	6	1	6	Cc1nn(-c2ccccc2)c2[nH]c(=O)cc(C(F)F)c12
0	1	3	5	-6	1.1	8	0	1	CCOc1ccc(S(=O)(=O)N2CN3CCN(C3)C2)cc1
-4	0	4	3	-13	-1.5	10	2	-56	Cc1cc(NC(=O)c2cc(-c3cccs3)on2)no1
7	10	-5	-3	2	-1.2	11	-1	-4	CCc1cc(C(=O)Nc2ccccc2)cs1
4	-4	-4	-3	-4	0.2	5	1	4	NS(=O)(=O)c1ccc(NC(=O)c2ccc(S(=O)(=O)N3CCc4ccccc43)cc2)cc1
-7	9	1	1	0	-0.9	15	1	5	NS(=O)(=O)c1ccc(NC(=O)CSc2nc3ccccc3c(=O)n2Cc2ccncc2)cc1
-4	4	1	-5	-1	-2.3	12	1	11	COC(=O)c1sccc1NC(=O)CN(C)NS(=O)(=O)c1ccc(Cl)cc1
2	-6	-13	-2	9	0.9	1	1	-4	CCOc1ccc(NC(=O)C(NC(=O)C2CCC(C)CC2)C(C)C)cc1 (stereo unspecified)
9	10	8	0	-8	0.6	2	1	6	CCn1c2ccccc2c2cc(NC(=O)COC(=O)c3ccccc3F)ccc21
-12	11	4	-5	0	-0.1	12	0	-1	Cc1oc2c(C)c3oc(=O)c(CC(=O)N[C@@H](CCCNC(N)=O)C(=O)O)c(C)c3cc2c1C
-5	7	-6	1	1	-4.5	15	0	-1	Cc1ccc2c(cnn2C(=O)CCC(=O)NCc2cccc(Br)c2)c1
-11	8	-4	-1	15	1.5	1	8	-16	CC(Cc1c[nH]c2ccccc12)C(=O)N1CCN(c2ccccc2F)CC1 (stereo unspecified)
8	0	0	-4	4	-1.8	3	0	11	Cc1cccnc1NC(=O)CNC(=O)c1cccs1
-6	9	-1	1	-3	-3.2	13	2	-3	COc1cccc(C2C(C(N)=O)=C(C)Nc3nc(CCCO)nn32)c1OC (stereo unspecified)
1	5	0	-2	-2	1.5	6	0	24	N#Cc1ncc(C(F)(F)F)cc1Oc1cccnc1
12	-1	-4	2	10	-2.1	16	0	1	COC(=O)c1cc(NC(=O)c2c(Cl)cnn2C)cc(C(=O)OC)c1
1	4	-1	-3	-5	-1.5	16	1	-12	O=C1NCCN(Cc2ccoc2)C1CC(=O)N(CCO)Cc1ccccc1 (stereo unspecified)
-15	10	4	-4	0	-2.1	9	-1	-51	CC(C)c1ccc(/C=C2\SC(N3CCCC3)=NC2=O)cc1
-9	12	11	1	-4	-1.2	9	-1	1	COc1ccccc1CNC(=O)c1ccc(NC(=O)CC2SC(N3CCCC3)=NC2=O)cc1 (stereo unspecified)
-11	-1	4	-3	-6	2.3	7	1	3	N=c1ccn2c(n1)O[C@H]1[C@H](O)[C@@H](CO)O[C@H]12

One compound at a time, as listed above:
`Cc1ccc2c(cnn2C(=O)CCC(=O)NCc2cccc(Br)c2)c1` in the list: M4 antag = -5; M4 PAM = 7; CHRM5 PAM = -6; M5 ag = 1; CHRM5 antagonist = 1; CRFR2-BP ag = -4.5; CHRM1 PAM = 15; M4 ag = 0; CRFBP-R2 block = -1
`Cc1oc2c(C)c3oc(=O)c(CC(=O)N[C@@H](CCCNC(N)=O)C(=O)O)c(C)c3cc2c1C` in the list: M4 antag = -12; M4 PAM = 11; CHRM5 PAM = 4; M5 ag = -5; CHRM5 antagonist = 0; CRFR2-BP ag = -0.1; CHRM1 PAM = 12; M4 ag = 0; CRFBP-R2 block = -1

Screening results: PubChem BioAssay, several laboratories
